Compound activity (PubChem BioAssay)
WRN helicase inh: qHTS for Inhibitors of WRN Helicase. WRN helicase unwinding, fluorescent forked duplex, kinetic. hit rate 0.46% among 360,000. AID 651768, 2012. Potency, µM (titrated, usually from 114 µM), without a hit: top-dose activity change, negative = inhibition, actives largely listed as inhibitors; further: potency means the concentration at half of the fitted maximal effect; on the % scale 0 is the no-effect control and ±100 the full control effect; nearly all actives have a fitted effect of over 55% in size
Target sequence (Q14191 whole entry, looked up): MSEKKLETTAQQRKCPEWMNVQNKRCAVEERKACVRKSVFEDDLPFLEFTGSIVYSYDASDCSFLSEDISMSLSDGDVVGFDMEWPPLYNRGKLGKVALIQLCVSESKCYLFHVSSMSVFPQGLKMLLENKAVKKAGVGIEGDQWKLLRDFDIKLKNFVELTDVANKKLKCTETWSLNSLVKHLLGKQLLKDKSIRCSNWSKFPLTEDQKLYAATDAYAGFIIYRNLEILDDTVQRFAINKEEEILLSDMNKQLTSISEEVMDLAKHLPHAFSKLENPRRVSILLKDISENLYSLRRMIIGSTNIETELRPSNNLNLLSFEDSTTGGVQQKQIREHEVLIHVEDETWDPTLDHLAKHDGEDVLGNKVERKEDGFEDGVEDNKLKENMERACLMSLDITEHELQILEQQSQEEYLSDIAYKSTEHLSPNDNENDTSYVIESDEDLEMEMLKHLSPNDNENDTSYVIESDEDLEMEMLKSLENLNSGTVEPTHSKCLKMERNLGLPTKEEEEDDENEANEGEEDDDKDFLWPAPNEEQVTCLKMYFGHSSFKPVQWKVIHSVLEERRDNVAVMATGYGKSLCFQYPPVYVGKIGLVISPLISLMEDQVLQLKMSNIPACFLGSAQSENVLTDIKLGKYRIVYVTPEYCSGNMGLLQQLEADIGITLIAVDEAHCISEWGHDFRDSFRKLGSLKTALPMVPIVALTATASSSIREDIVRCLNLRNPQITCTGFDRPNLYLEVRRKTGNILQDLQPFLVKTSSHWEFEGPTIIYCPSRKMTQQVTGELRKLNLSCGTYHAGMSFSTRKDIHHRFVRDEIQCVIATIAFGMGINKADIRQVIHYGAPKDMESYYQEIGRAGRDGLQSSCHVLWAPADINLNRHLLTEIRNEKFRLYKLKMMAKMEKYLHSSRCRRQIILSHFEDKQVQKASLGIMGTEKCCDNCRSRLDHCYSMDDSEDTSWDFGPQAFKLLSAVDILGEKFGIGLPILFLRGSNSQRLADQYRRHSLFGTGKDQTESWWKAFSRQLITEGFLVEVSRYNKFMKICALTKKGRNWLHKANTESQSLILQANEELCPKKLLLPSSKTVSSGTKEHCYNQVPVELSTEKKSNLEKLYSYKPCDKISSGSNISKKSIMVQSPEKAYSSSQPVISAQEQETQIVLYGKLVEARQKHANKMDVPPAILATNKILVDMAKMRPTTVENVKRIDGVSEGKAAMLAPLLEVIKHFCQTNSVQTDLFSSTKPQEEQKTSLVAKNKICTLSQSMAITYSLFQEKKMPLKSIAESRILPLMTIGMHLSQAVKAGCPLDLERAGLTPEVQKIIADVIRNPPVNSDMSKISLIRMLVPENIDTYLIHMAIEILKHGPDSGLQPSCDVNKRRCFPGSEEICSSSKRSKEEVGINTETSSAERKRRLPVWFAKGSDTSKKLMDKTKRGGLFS
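Kinetic red-fluorescence monitoring (525/598 nm) tracks WRN helicase activity after 100 nM fluorophore-quencher forked duplex and 2 mM ATP are added to 20 nM enzyme pretreated 15 min at room temperature with compound.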
IL-1B inflam inh: qHTS for Inhibitors of Inflammasome Signaling: IL-1-beta AlphaLISA Primary Screen. THP-1 LPS/ATP IL-1B secretion, AlphaLISA, 16 h; hits give low values. activity change, % at 57.5 µM. hit rate 4.7% among 360,000; in the data active means activity change below about -50%; inconclusive means mostly about -30% to -49%; further: on the % scale 0 is the no-effect control and ±100 the full control effect
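THP-1 cells pretreated 1 hr with compounds (up to 57.5 uM final), then stimulated with LPS (250 ng/mL final) plus ATP (1.25 mM final); secreted IL-1B measured by AlphaLISA after 16 hr, decreased signal indicating inhibition.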
HT1080NT lethal: qHTS for induction of synthetic lethality in tumor cells producing 2HG: qHTS for the HT-1080-NT fibrosarcoma cell line; Potency, µM (titrated, usually from 46.1 µM), inactives show at the highest dose activity, negative = less viability, most hits filed as cytotoxic; hit rate 1.6% among 360,000; AID 686970, 2013; HT-1080-NT fibrosarcoma viability, CellTiter-Glo ATP luminescence, 48 h;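 further: NT is the 2HG producing partner of a matched IDH1 knockdown line; potency means the concentration at half of the fitted maximal effect; 0% = DMSO-treated cells and -100% = media-only wells without cells; nearly all actives have a fitted effect of over 55% in size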
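Viability by CellTiter-Glo luminescence after 48 h compound exposure at 37C of HT-1080-NT cells (750/well, RPMI, 5% FBS). % activity scaled between DMSO wells and medium-only wells, then curve-fitted and categorized by curve class.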
KB-3-1 tox: qHTS assay for MDR1-selective chemotherapeutics: Primary screen using the parental adenocarcinoma cell KB-3-1 | KB-3-1 viability, CellTiter-Glo ATP luminescence, 72 h | hit rate 1.4% among 400,000 | AID 1347075, 2019 | Potency, µM (series often up to 46.1 µM), without a hit: at the top dose activity change, negative = cytotoxic, actives largely listed as cytotoxic; further: potency means the concentration at half of the fitted maximal effect; on the % scale 0 is the no-effect control and ±100 the full control effect; nearly all actives have a fitted effect of over 60% in size
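KB-3-1 parental drug-naive adenocarcinoma cells in DMEM/10% FBS, incubated 72 h at 37 C with pin-transferred compounds across a concentration series. Viability by CellTiter-Glo luminescence; concentration-response curves fitted after normalization.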
KB-V1 cytotox: qHTS assay for MDR1-selective chemotherapeutics: Primary screen using the drug-selected MDR subline cells KB-V1. KB-V1 MDR cells viability, CellTiter-Glo, 72 h. Potency, µM (highest dose often 46.1 µM), for inactives: at the top dose activity change, negative = cytotoxicity, usual class: cytotoxic. hit rate 3.4% among 400,000. AID 1347076, 2019; further: potency means the concentration at half of the fitted maximal effect; on the % scale 0 is the no-effect control and ±100 the full control effect; nearly all actives have a fitted effect of over 60% in size
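Cytotoxicity via CellTiter-Glo luminescence after 72 h compound exposure at 37 degrees C. Cells: drug-selected KB-V1 line, DMEM phenol-red free plus 10% FBS. Compounds tested at multiple concentrations; normalized data fitted to concentration-effect curves.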
ATXN2 expr inh: Primary qHTS for Inhibitors of ATXN expression; HEK-293 ATXN2-luciferase reporter, luminescence, 24 h; Potency, µM (titrated, usually from 57 µM), for the others: top-dose activity change, negative = inhibition, usual class: inhibitors; hit rate 0.72% among 360,000; AID 1745845, 2022; further: potency means the concentration at half of the fitted maximal effect; on the % scale 0 is the no-effect control and ±100 the full control effect; nearly all actives have a fitted effect of over 55% in size
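qHTS (up to 57 uM final) was run with 24 h compound exposure of reporter cells at 37 °C. Each well was multiplexed: SteadyGlo luminescence measured ATXN2-luciferase expression after a fluorogenic Gly-Phe-AFC viability readout (25 uM final).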
HT1080 IDH1KD tx: qHTS for induction of synthetic lethality in tumor cells producing 2HG: qHTS for the HT-1080-IDH1KD cell line | HT-1080 IDH1 knockdown viability, ATP luminescence, 48 h | Potency, µM (titrated, usually from 46.1 µM), without a hit: top-dose activity, negative = toxicity, actives largely listed as cytotoxic | hit rate 2% among 360,000 | AID 686971, 2013;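 further: potency means the concentration at half of the fitted maximal effect; 0% = DMSO wells and -100% = cell-free medium wells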
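% activity derives from luminescence (CellTiter-Glo), normalised to DMSO and no-cell wells. HT-1080-IDH1KD cells, 750/well, had 48 h compound exposure at 37 °C.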
MCF10A rereplic: A quantitative high throughput screen for small molecules that induce DNA re-replication in MCF 10a normal breast cells; MCF 10A DNA re-replication, Hoechst nuclear intensity, 48 h; Potency, µM (titrated, usually from 46.1 µM), for the others: at the top dose activity, positive = re-replication, usual class: activators; hit rate 2.9% among 350,000; AID 624296, 2012; further: potency means the concentration at half of the fitted maximal effect; % of control where 0% means no effect; nearly all actives have a fitted effect of over 50% in size
SW480 rerep: A quantitative high throughput screen for small molecules that induce DNA re-replication in SW480 colon adenocarcinoma cells; SW480 DNA re-replication, Hoechst DNA content imaging, 48 h; Potency, µM (series often up to 46.1 µM), without a hit: at the top dose re-replication activation, most hits filed as activators; hit rate 1.8% among 340,000; AID 624297, 2012; further: potency means the concentration at half of the fitted maximal effect; % of control where 0% means no effect; nearly all actives have a fitted effect of over 55% in size
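SW480 cells exposed to compounds for 48 hr at 37 C, 5% CO2, then Hoechst-stained 40 min. Nuclear DNA content imaged by fluorescence scanning (405 nm excitation, 500-530 nm emission); re-replication scored as increased high-intensity nuclei.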
Active calls of the source: *; ? = inconclusive; nt = not tested or not shown; & = joins results of further samples; [ ] = another dose, or the depositor's remark. Unless noted, the call rests on the fitted dose curve; in most records, active means well fitted curve in the direction sought with a large enough effect; inconclusive means small, poorly fitted or top-dose-only effect, or another doubt; inactive means no such curve, though single readings can be large; an effect the other way counts as inactive or inconclusive.

SMILES	WRN helicase inh	IL-1B inflam inh	HT1080NT lethal	KB-3-1 tox	KB-V1 cytotox	ATXN2 expr inh	HT1080 IDH1KD tx	MCF10A rereplic	SW480 rerep
Cc1cccc(C(=O)OCC(=O)NC(=O)NC2CCCCC2)c1	-5%	-18	8%	4%	?	nt	11%	nt	nt
CC1CCCCN1S(=O)(=O)c1coc(C(N)=O)c1 (centres undefined)	-21%	5	11%	-5%	-2%	-2%	4%	-1%	1%
C/C(=N/NC(=O)c1ccc(C)s1)c1cccc(NC(=O)c2ccoc2C)c1	1%	-22	0%	20%	-5%	1%	7%	-10%	15%
CCOC(=O)/C(=N\Nc1ccccc1[N+](=O)[O-])c1csc(N)n1	-10%	-26	-2%	0%	15%	nt	-1%	0%	-2%
COc1ccc(OC)c(NC(=O)CSc2nn3c(=O)c(C)nnc3s2)c1	-2%	14	6%	8%	16%	8%	7%	-1%	4%
COCCNC(=O)c1cc(Br)ccc1Cl	3%	-9	2%	9%	?	9%	11%	0%	-3%
Cc1csc(CNc2ncnc3ccc(-c4cccc(Cl)c4)cc23)c1	nt	nt	nt	-16%	-5%	?	nt	16%	-1%
Cc1cc2c(=O)n(CC(=O)N3CCN(c4ccc(F)cc4)CC3)cnc2s1	-3%	-19	3%	-2%	-17%	7%	8%	-15%	-8%
CC(C)C(NS(=O)(=O)c1cccc(C(F)(F)F)c1)C(=O)O (centres undefined)	-1%	9	4%	1%	18%	12%	12%	1%	-5%
CCOc1ccc(S(=O)(=O)NCCN2CCOCC2)c2ccccc12	-12%	0	-3%	16%	-2%	-7%	0%	-7%	-5%
COc1cc(C(=O)NCCN2C(=O)S/C(=C\c3cccs3)C2=O)cc(OC)c1OC	7%	-5	-24%	-3%	?	27%	?	-1%	?
CC(C)CN(Cc1c(O)ccc2ccccc12)CC(C)C	-7%	34	5%	-2%	-4%	-17%	4%	-13%	-7%
COC(=O)[C@]1(C)N[C@H](CN(C)C(=O)Nc2ccc(Cl)cc2)[C@@H]2C(=O)N(C)C(=O)[C@@H]21	3%	7	8%	0%	0%	10%	6%	11%	11%
CCCSc1nc(SCC(=O)NCc2ccccc2)c2c3c(sc2n1)COC(C)(C)C3	-5%	13	6%	-11%	-24%	?	4%	18%	3%
CCN(CC)Cc1cc(C(C)(C)C)cc(N2CCOCC2)c1O	-10%	13	-2%	-9%	-14%	3%	-23%	7%	-7%
Cc1ccc(/C=N/NC(=O)Cc2ccc(O)cc2)s1	5%	-18	-11%	-10%	-2%	5%	1%	0%	21%
CCCC(=O)N1CCN(c2ccc(NC(=O)c3ccc4c(c3)OCCO4)cc2)CC1	3%	-9	6%	-24%	?	?	2%	1%	-8%
COc1cc(OC)c(C2Oc3nc(SC)nnc3-c3ccccc3N2C(C)=O)cc1OC (centres undefined)	4%	21	0%	2%	9%	-5%	6%	1%	5%
CCNc1nc(NCC)n2c(SCC(=O)Nc3ccc(C(F)(F)F)cc3[N+](=O)[O-])nnc2n1	1%	32	1%	13%	17%	0%	2%	-5%	-4%
NC(=O)CCCC1=NS(=O)(=O)c2ccccc2N1	2%	10	8%	0%	30%	-8%	3%	-2%	-1%
Cc1cccc(C)c1NC(=O)CNC(=O)c1ccc(COc2ccccc2)cc1	1%	19	-26%	8%	12%	nt	?	12%	-5%
O=c1[nH]c(/C=C/c2ccc(OC(F)F)cc2)nc2c1cnn2-c1ccccc1	-26%[57.1 µM]	-56*	27%	-10%	5%	-25%[11.3 µM]	18%	15µM*	9.2µM*
Cc1ccc(S(=O)(=O)N2CCN(C(=O)COC(=O)COc3ccccc3)CC2)cc1	7%	3	23%	-1%	-2%	10%	6%	16%	-7%
CCOc1ccccc1N(CC(=O)NCCSc1ccccn1)S(=O)(=O)c1ccccc1	-7%	8	-13%	3%	?	-8%	-4%	12%	0%
O=c1[nH]c(Nc2ccc3c(c2)OCCO3)nnc1Cc1ccc(Cl)cc1	3%	-11	-2%	-1%	-3%	-15%	18%	-4%	-7%

Part of the list above in another layout.
Values run as follows: WRN helicase inh | IL-1B inflam inh | HT1080NT lethal | KB-3-1 tox | KB-V1 cytotox | ATXN2 expr inh | HT1080 IDH1KD tx | MCF10A rereplic | SW480 rerep
C/C(=N/NC(=O)c1ccc(C)s1)c1cccc(NC(=O)c2ccoc2C)c1
    1% | -22 | 0% | 20% | -5% | 1% | 7% | -10% | 15%
CCNc1nc(NCC)n2c(SCC(=O)Nc3ccc(C(F)(F)F)cc3[N+](=O)[O-])nnc2n1
    1% | 32 | 1% | 13% | 17% | 0% | 2% | -5% | -4%
O=c1[nH]c(Nc2ccc3c(c2)OCCO3)nnc1Cc1ccc(Cl)cc1
    3% | -11 | -2% | -1% | -3% | -15% | 18% | -4% | -7%
COC(=O)[C@]1(C)N[C@H](CN(C)C(=O)Nc2ccc(Cl)cc2)[C@@H]2C(=O)N(C)C(=O)[C@@H]21
    3% | 7 | 8% | 0% | 0% | 10% | 6% | 11% | 11%

Following part.
SMILES	WRN helicase inh	IL-1B inflam inh	HT1080NT lethal	KB-3-1 tox	KB-V1 cytotox	ATXN2 expr inh	HT1080 IDH1KD tx	MCF10A rereplic	SW480 rerep
CC(NS(=O)(=O)c1ccc(CCC(=O)NCC2CCCO2)cc1)c1ccccc1 (centres undefined)	0%	-11	-6%	-2%	-11%	-11%	-4%	-1%	9%
C=CCn1c(SCC(=O)NC(=O)Cc2ccccc2)nnc1-c1ccccc1F	0%	8	3%	0%	8%	2%	7%	-4%	-9%
O=C(CCc1nnc(CCCCc2ccccc2)o1)NCCC1CCCCO1 (centres undefined)	10%	14	9%	5%	-4%	1%	3%	0%	-62%[inhibitor]
C=CCn1cc(C(=O)N2CCN(C)CC2)c(=O)c2cc(S(=O)(=O)N(CC)CC)ccc21	8%	17	12%	-4%	12%	-36%	0%	1%	24%
COc1ccc(C(=O)Nc2ccc(S(=O)(=O)NC(C)(C)C)cc2)cc1[N+](=O)[O-]	4%	-26	0%	2%	?	16%	-2%	0.13µM*	9%
O=C(Nc1ccc(F)cc1F)N1CCN(CCc2ccccc2)CC1	9%	5	20%	-2%	-10%	-20%	19%	5%	13%
CCC(c1nnnn1-c1ccc2c(c1)OCCO2)N1CCc2ccccc2C1 (centres undefined)	-3%	4	-2%	-1%	18%	-14%	-9%	nt	nt
COc1ccc(-n2cnnc2SCC(=O)Nc2cccc(S(=O)(=O)N3CCCCC3)c2)cc1	-5%	-16	3%	-26%	15µM*	-16%	1%	15%	11%
CC12CCC(C(=O)O)(C/C1=N\O)C2(C)C (centres undefined)	9%&-1%	1&3	0%&2%	1%&-1%	-2%&2%	-1%&0%	0%&0%	4%&2%	-1%
COc1ccc([C@@H]2CC=C(C(=O)O)[C@H](c3ccccc3)N2S(=O)(=O)c2ccccc2C)cc1	-1%	0	-22%	5%	36%	5%	0%	14%	0%
O=C(Nc1ccc(Cl)c(C(F)(F)F)c1)[C@@H]1CC=C[C@@H]2CCN(Cc3ccc(Cl)c(Cl)c3)C(=O)[C@@H]21	-10%	-1	0%	?	?	-28%	-1%	16%	5%
Cc1snc(SCC(=O)N/N=C(\N)COc2ccc(F)cc2)c1C#N	0%	23	9%	0%	?	-1%	7%	2%	-9%
O=C(OCC(=O)N1CCN(C(=O)c2ccco2)CC1)c1ccc(S(=O)(=O)N2CCCCC2)cc1	-15%	47	8%	0%	8%	-1%	10%	1%	-5%
O=C(CSCC(=O)NN=Cc1ccccc1)NN=Cc1ccccc1	-3%	-1	-3%	-2%	-2%	-5%	2%	-5%	4%
CCOC(=O)CN1C(=O)N[C@@H](CCc2ccccc2)C(C(=O)OC)=C1C	6%	2	-2%	-8%	2%	-14%	-7%	-9%	-2%
C#Cc1ccc(CN2CCC(N3CCC(C(=O)NCc4ccccn4)CC3)CC2)cc1	0%	5	-3%	-2%	-1%	-23%	5%	9%	79%
Cc1ccccc1NC(=O)Cc1nc(COC(=O)c2ccc(S(C)(=O)=O)c([N+](=O)[O-])c2)cs1	-27%	-102*	?	?	-1%	nt	16µM*	3.7µM*	13%
COC(=O)CSc1nnc(-c2ccccn2)n1Cc1ccco1	-15%[57.1 µM]	-11	4%	-18%	3%	2%	9%	0%	-3%
Cc1nnsc1C(=O)N1CCCC(N2CCN(c3ccc(F)cc3)CC2)C1 (centres undefined)	-9%	7	5%	nt	nt	-4%	8%	1%	-2%
CCc1cc(-c2n[nH]c(=S)n2CC)cs1	-11%	13	1%	?	?	-16%	2%	5%	0%
O=C(N/N=C/c1ccc(O)cc1O)c1ccc(CN2C(=O)c3cccc4cccc2c34)cc1	-7%	119	?	?	?	?	?	?	?
ON=C1c2ccccc2-c2ccc(F)cc21	5%	-12	1%	2%	?	11%	-1%	17%	1%
CCCCCOC(=O)CCN1C(=O)/C(=C2\SC(=S)N(CCC(=O)OCCCCC)C2=O)SC1=S	?	18	5%	10%	13%	-3%	10%	0%	-10%
COc1ccc(-c2cc(NC(C)=O)c3ncc(-c4ccccc4)n3c2)cc1OC	-1%	-25	?	0%	3%	-4%	-18%	nt	nt
